Assay outcomes deposited in PubChem BioAssay by National Center for Advancing Translational Sciences (NCATS).
ASM inhibitor – human S-ASM enzyme inhibition; AID 504937; Potency, µM (doses to about 57.5 µM), inactives show at the highest dose activity change, negative = inhibition, usual class: inhibitors; P17405; placental ASM, HMU-PC fluorogenic substrate, 60 min; 0.006% of 340,000 active; further: potency means the concentration at half of the fitted maximal effect
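Human placenta-derived ASM enzyme was preincubated with compound for 10 minutes at room temperature, then given fluorogenic substrate HMU-PC0 (9 uM final) for 60 minutes at 37 °C; a pH 10 stop preceded fluorescence reading at Ex 386/Em 447 nm.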
ELG1 genotoxic – induces genotoxicity in HEK293T cells with luciferase-tagged ELG1; HEK293T ELG1-luciferase reporter, luminescence, 16 h; 1.3% of 330,000 active; AID 504466; Potency, µM (series often up to 46 µM), for inactives: at the top dose activity change, positive = activation, hits mostly activators; further: potency means the concentration at half of the fitted maximal effect; % of control where 0% means no effect; nearly all actives have a fitted effect of over 60% in size
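Step 1: seed 2,000 HEK293T ELG1-luciferase cells per well. Step 2: add compound or DMSO, incubate 16 hr at 37 °C. Step 3: ONE-Glo, 30 min at room temperature, read luminescence.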
p53 reactivation – mutant p53 re-activation in reporter cells. Potency, µM (series often up to 92.2 µM), for the others: top-dose activity change, positive = activation, usual class: activators. H1299 p53-A138V BP100-luciferase reporter, luminescence, 24 h. 0.063% of 320,000 active; further: potency means the concentration at half of the fitted maximal effect; % of control where 0% means no effect; nearly all actives have a fitted effect of over 45% in size
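p53-null H1299 cells stably carrying temperature-sensitive p53-A138V and a BP100-luciferase reporter were pinned with compounds (4-point, 1:5 series) and held 24 hrs at 37 deg C. Luminescence was read 10 min after detection reagent.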
uPA surface inh – cell surface uPA generation inhibition | cell surface uPA generation assay, qHTS | Potency, µM (top dose mostly 38.3 µM), for inactives: at the highest dose activity change, negative = inhibition, usual class: inhibitors | 0.31% of 330,000 active; active means well fitted inhibition curve with a large enough effect; inconclusive means small, poorly fitted or top-dose-only effect; inactive means no such curve, though single readings can be large or run the other way; tested in mouse RAW 264.7 cells; further: potency means the concentration at half of the fitted maximal effect; on the % scale 0 is the no-effect control and ±100 the full control effect; nearly all actives have a fitted effect of over 55% in size
USP2a inh – blocks human ubiquitin-specific protease USP2a; O75604; USP2 core, Ub-CHOP2 coupled fluorogenic reporter, 485/531; Potency, µM (highest dose often 38.3 µM), inactives show top-dose activity change, negative = inhibition, most hits filed as inhibitors; 0.01% of 330,000 active; AID 463254;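 further: potency means the concentration at half of the fitted maximal effect; plate controls were DMSO wells for no effect and full inhibition by NEM control for full effect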
Target sequence (O75604 whole entry, looked up): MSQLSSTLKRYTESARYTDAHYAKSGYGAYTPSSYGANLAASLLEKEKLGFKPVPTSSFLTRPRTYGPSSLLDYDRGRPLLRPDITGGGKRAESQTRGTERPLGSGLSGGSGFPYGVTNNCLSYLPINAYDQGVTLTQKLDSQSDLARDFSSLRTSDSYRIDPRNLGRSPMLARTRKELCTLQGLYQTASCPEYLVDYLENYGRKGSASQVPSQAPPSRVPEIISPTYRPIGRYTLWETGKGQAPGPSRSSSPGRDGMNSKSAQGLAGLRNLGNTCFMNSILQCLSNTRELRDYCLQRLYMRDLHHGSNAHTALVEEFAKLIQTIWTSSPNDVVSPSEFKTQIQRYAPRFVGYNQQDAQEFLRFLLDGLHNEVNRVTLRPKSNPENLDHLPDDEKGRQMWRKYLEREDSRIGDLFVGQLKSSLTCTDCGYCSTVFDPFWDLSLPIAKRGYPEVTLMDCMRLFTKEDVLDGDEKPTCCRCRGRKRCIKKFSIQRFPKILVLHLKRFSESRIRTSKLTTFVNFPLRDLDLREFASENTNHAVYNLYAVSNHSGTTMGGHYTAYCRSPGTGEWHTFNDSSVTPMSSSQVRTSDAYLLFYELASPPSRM
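Cell-free coupled assay: 10nM USP2 core preincubated 30min RT with compound in Tris-HCl pH 8.0/CaCl2/CHAPS buffer, then 25nM Ub-CHOP2 and 25nM reporter substrate; fluorescence (Ex 485/Em 531) read after 60min RT, normalized to NEM inhibition, concentration-response curves fitted.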
Eya2 phos inh – Eya2 (human) phosphatase inhibition; O00167; Potency, µM (top dose mostly 76.9 µM), inactives show at the top dose activity, negative = inhibition, most hits filed as inhibitors; recombinant Eya2, OMFP fluorescence dephosphorylation (OMFP is methylfluorescein phosphate); 0.006% of 330,000 active; further: potency means the concentration at half of the fitted maximal effect; on the % scale 0 is the no-effect control and ±100 the full control effect
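Eya2 (0.2 uM) preincubated 10 min at ambient with compound, then OMFP substrate added at 50 uM; 10 min reaction in 50 mM HEPES pH 7.5, 50 mM NaCl, 5 uM MgCl2, 0.05% BSA, 1 mM DTT. Fluorescence read at Ex 485/Em 525 nm.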
B2AR arrestin – recruits beta-arrestin to the human beta2-adrenergic receptor. P07550. beta-arrestin recruitment to beta2AR, cell-based reporter. Potency, µM (highest dose often 46.1 µM), for the others: at the highest dose activation, most hits filed as activators. 0.02% of 330,000 active;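 further: potency means the concentration at half of the fitted maximal effect; 0% = DMSO controls and full agonism = EC100 isoproterenol or metaproterenol; nearly all actives have a fitted effect of over 65% in size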
Target sequence (P07550 whole entry, looked up): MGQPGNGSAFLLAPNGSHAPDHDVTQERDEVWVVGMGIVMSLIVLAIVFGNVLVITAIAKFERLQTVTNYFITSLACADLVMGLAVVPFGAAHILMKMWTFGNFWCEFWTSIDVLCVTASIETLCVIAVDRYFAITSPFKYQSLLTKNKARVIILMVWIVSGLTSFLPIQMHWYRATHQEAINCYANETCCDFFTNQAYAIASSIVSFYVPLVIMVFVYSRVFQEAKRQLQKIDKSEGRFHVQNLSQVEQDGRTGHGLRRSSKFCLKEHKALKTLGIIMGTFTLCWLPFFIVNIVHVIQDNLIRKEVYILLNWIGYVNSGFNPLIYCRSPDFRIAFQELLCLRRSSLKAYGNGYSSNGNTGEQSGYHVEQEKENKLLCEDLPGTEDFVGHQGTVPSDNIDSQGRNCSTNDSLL
BRCA1 expr act – increases BRCA1 expression | 1.1% of 380,000 active | Potency, µM (series often up to 46.1 µM), for the others: at the highest dose activation, usual class: activators | MCF7-BRCA1-FFLuc reporter, luminescence, 48 h; response scale: scaled: vehicle 0%, 10 µM genistein 100%; further: potency means the concentration at half of the fitted maximal effect; nearly all actives have a fitted effect of over 80% in size; some results filed as inactive show a strong effect at the top dose
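Compounds are tested at multiple concentrations on MCF7 BRCA1-luciferase reporter cells seeded at 2000 per well; after 48 h, a single luminescence end-point is taken and curves fitted to the normalized data.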
Integrin act MD – integrin-mediated muscular dystrophy alleviation activation | Potency, µM (series often up to 38.3 µM), inactives show at the top dose activation, most hits filed as activators | AID 624291 | alpha7betagal myoblasts, beta-gal FDG fluorescence, 48 h | 0.064% of 350,000 active;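 further: potency means the concentration at half of the fitted maximal effect; 100% = response of the positive control SU9516; nearly all actives have a fitted effect of over 60% in size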
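Alpha7betagal+/- myoblasts (passage 13) were plated 16-24 hr, then exposed to compounds (1:260 dilution of DMSO stock) for 48 hours at 37C. After MPER lysis, β-galactosidase reporter activity was read as FDG fluorescence (ex 480/em 540) after 30 minutes.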
TSG101-PTAP inh – blocks PTAP/TSG101 interaction to inhibit HIV-1 budding; Fluorescence polarization, FITC-PTAP peptide / Tsg101 binding; 340,000 tested, under 10 active; Q99816; Potency, µM (series often up to 115 µM), inactives show top-dose activity change, negative = inhibition, actives largely listed as inhibitors; active means well fitted inhibition curve with a large enough effect in the main read-out, with a control signal flat, not every such curve was filed as active; inconclusive means small, poorly fitted or top-dose-only effect, or effect the other way, or a change in a side signal; inactive means no such curve, though single readings can be large or run the other way; further: potency means the concentration at half of the fitted maximal effect; % of control where 0% means no effect
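Fluorescence anisotropy tracks displacement of a FITC-tagged PTAP peptide (50 nM) from the Tsg101 binding domain (10 uM), following a 20 min room-temperature incubation at pH 7.5.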
TRPV1 ag – activates the human vanilloid receptor TRPV1 | activation, % at 8.33 µM | 0.19% of 320,000 active | TRPV1-expressing cells, Fluo-8 calcium influx, agonist mode | AID 540275; in the data active means activation above about 80%; inconclusive means between about 30% and that limit; further: 0% is about no effect
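Fluo-8 calcium influx in TRPV1-expressing cells, kinetic read (ex 480/em 520 nm). Compound added and read 3 min for agonist activity, followed by capsaicin at EC20 final and 2 min further read for enhancement.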
Starred values were filed as active, the others as inactive; ? = inconclusive; . = no result given; [ ] = another dose, or the depositor's remark. Unless noted, the call rests on the fitted dose curve; in most records, active means well fitted curve in the direction sought with a large enough effect; inconclusive means small, poorly fitted or top-dose-only effect, or another doubt; inactive means no such curve, though single readings can be large; an effect the other way counts as inactive or inconclusive.

The line under a structure holds: ASM inhibitor, Eya2 phos inh, Integrin act MD, p53 reactivation, BRCA1 expr act, USP2a inh, TRPV1 ag, B2AR arrestin, TSG101-PTAP inh, uPA surface inh, ELG1 genotoxic
- O=C(COC(=O)Cc1ccc(S(=O)(=O)N2CCOCC2)s1)Nc1ccc([N+](=O)[O-])cc1
  -2%, -4%, 39%, -7%, 3%, 2%, 5, 0.0%, 0%, 6%, 1%
- O=c1c(S(=O)(=O)c2ccc(Cl)cc2)cn(Cc2ccccc2F)c2ccc(F)cc12
  -5%, 4%, ?, 7%, -13%, 5%, 1, 0.1%, 0%, -1%, -5%
- N#Cc1c(NC(=S)NC(=O)c2ccccc2)sc2c1CCC2
  -1%, 5%, 12%, ?, 57%, -1%, 7, 2.5%, -6%, -3%, ?
- O=C(/C(=N\Nc1ccc([N+](=O)[O-])cc1)Sc1nnnn1-c1ccccc1)c1ccccc1
  -15%, 9%, 25%, -2%, -101%[inhibitor], 5%, 19, -0.8%, -5%, -6%, -9%
- COc1ccc(N(CC(=O)Nc2ccccc2C(=O)N2CCOCC2)S(=O)(=O)c2ccc(F)cc2)cc1
  3%, 4%, -5%, -1%, -1%, 2%, 1, 0.4%, -1%, 6%, 1%
- Cc1ccc(SCc2cc(-c3ccc(Cl)cc3)on2)cc1
  -1%, -1%, 5%, 10%, 22%, 1%, 20, -0.1%, 0%, 2%, 0%
- CCOc1ccc(NC(=O)CN(C2CCCCC2)S(C)(=O)=O)cc1
  1%, -9%, 0%, 1%, -54%, 3%, -8, -0.2%, -8%, -11%, -5%
- Clc1ccccc1CSc1nnc(-c2ccco2)c(-c2ccco2)n1
  -9%, -6%, -4%, 3%, -41%, -27%, 1, 0.2%, ., -4%, -1%
- Cc1cc2ccccn2c1C(=O)c1ccc(NN)c([N+](=O)[O-])c1
  -17%, 7%, -22%, 2%, -36%, 2%, 5, -0.4%, 0%, -14%, -3%
- COc1ccc(Cn2c(=O)oc3ccc(C)cc32)cc1
  1%, 0%, -29%, ., 13%, 3%, 15, -1.0%, -3%, -4%, 0%
- c1ccc(C2CCC(N3CCC(N4CCCCC4)CC3)CC2)cc1 (stereo not drawn)
  ., 7%, ., -5%, ., 4%, -2, 0.0%, ., ., 1%
- CCN(CC)C(=O)N1c2ccccc2Sc2ccccc21
  -1%, -17%, 9%, ., -38%, 2%, 0, -0.6%, -9%, -3%, -3%
- Cc1ccccc1C(=O)NC(=S)NCCc1ccccc1
  -1%, 1%, 5%, ?, -45%, 1%, 19, -0.3%, 1%, -1%, -1%
- COc1ccc(/C=N/Nc2cc(C)nc3c(C)cccc23)cc1
  119%[activator], 6%, -66%[inhibitor], ., 16%, -1%, 1, -0.3%, 0%, ?, -6%
- O=C(CN(Cc1ccc(F)cc1)C(=O)CNS(=O)(=O)c1ccccc1)NCC1CCCO1 (stereo not drawn)
  0%, 12%, ?, 1%, -8%, -5%, 0, -0.3%, -3%, -8%, 8%
- CC(=O)Nc1ccc(N(C(=O)CNC(=O)c2ccco2)C(C(=O)NCc2ccco2)c2ccccc2F)cc1 (stereo not drawn)
  0%, -6%, 5%, -1%, -40%, 2%, -2, -0.6%, -3%, 4%, 4%
- COc1ccc(/C(O)=C2/C(=O)C(=O)N(CCN3CCOCC3)C2c2ccccn2)cc1OC (stereo not drawn)
  -4%, 3%, -25%, 25%, 0%, 1%, 0, -0.6%, -2%, 0%, 9%
- CC1CCN(S(=O)(=O)c2ccc(-c3nnc(SCc4cccnc4)o3)cc2)CC1
  -2%, 12%[15.4 µM], 26%[7.66 µM], 1%, -2%, 2%, -1, 0.3%, 0%, -3%, 9%
- Cc1cccc(C)c1NC(=O)CCCn1nc(C)c2c(C)n(-c3ccccc3)nc2c1=O
  -1%, 4%, -34%[inhibitor], 4%, 7%, 2%, 1, -0.2%, -3%, -1%, -1%
- Cc1cc(C)cc(NC(=O)C(OC(=O)c2cc[n+]([O-])cc2)c2ccccc2)c1 (stereo not drawn)
  -3%, 3%, 5%, 4%, 18%, -1%, 2, -0.2%, -3%, 9%, 3%
- Cc1ccccc1NC(=O)c1cc(S(=O)(=O)N2CCOCC2)cs1
  -2%, -6%, 17%, 0%, -13%, 1%, 7, -1.6%, -3%, 2%, 0%
- O=C(Cc1ccccn1)c1ccc(Cl)cc1
  6%, 16%, -12%, ?, ?, 1%, 7, 0.0%, -4%, -10%, ?
- O=C(CNC(=O)c1ccc(Br)o1)NNC(=O)c1ccc(Cl)cc1
  2%, -9%, 11%, -1%, -15%, 2%, 2, 2.9%, -2%, -1%, 1%
- CCOC(=O)c1ccc(NC(=O)CSc2nnc(C3CC3)n2C)cc1
  0%, 0%, -5%, 28%, 7%, 5%, 2, -0.5%, -6%, -1%, 2%
- C=CCN(c1ccccc1C(=O)NCC(=O)OCC)S(=O)(=O)c1ccc(C)cc1
  1%, 2%, -7%, -4%, -1%, 4%, 0, -0.6%, -2%, 1%, -4%
- CC(C)c1cc(C(=O)NNC(=S)NCc2ccco2)c(O)c(C(C)C)c1
  0%, 2%, 0%, 0%, -58%, -9%, 10, 0.1%, -2%, 3%, -6%
- C=CCc1cccc(/C=N/n2c(C)nnc2C)c1O
  30%, 4%, 13%, -3%, -1%, 4%, 2, 0.3%, -13%, -5%, 3%
- O=C(CCC1CCCC1)Nc1ccon1
  4%, -15%, 10%, 11%, 18%, 2%, 0, -0.3%, -6%, 0%, 0%
- COc1ccc(S(=O)(=O)N(CC(=O)N2CCN(C)CC2)c2ccc(C)cc2)cc1OC
  5%, 13%, ?, -1%, 11%, 4%, -1, 0.0%, -2%, -4%, 0%
- CCCCn1c(CN2CCN(c3cccc(Cl)c3)CC2)nc2c1c(=O)n(C)c(=O)n2C
  -18%, -2%, -31%, ?, -64%, 1%, 1, 0.0%, -6%, -4%, ?
- COc1ccc(CNC(=O)c2cc(S(=O)(=O)N3CCCC3)cn2C)cc1
  8%, 5%, -15%, ., 25%, 2%, 0, 0.1%, 1%, 6%, -6%
- CCn1c(CSc2nc3ccccc3s2)nnc1SCC(=O)c1ccc(O)cc1O
  2%, -19%, -3%, -8%, 19%, -1%, -1, -0.1%, -8%, 5%, 2%
- O=C(Cn1cnc2c(OCc3ccccc3)ncnc21)NCc1ccccn1
  -8%, 8%, 6%, 2%, 13%, 0%, ., 3.8%, 1%, -7%, 0%
- CC(C)(C)C(=O)CSc1nnc(-c2cccs2)n1CC1CCCO1 (stereo not drawn)
  1%, -23%, -8%, -3%, -19%, -5%, 10, -1.8%, -2%, -6%, 2%
- COc1ccc(CCNC(=O)CCc2cc(OC)c(OC)c(OC)c2)cc1
  3%, -10%, 10%, 9%, -11%, 1%, -2, -0.3%, -4%, 7%, 3%
- COc1ccccc1N1CCN(C(=O)C2CCN(C(=O)c3ccccc3C)CC2)CC1
  -4%, -1%, -17%, -14%, -13%, 2%, -8, -1.1%, -2%, 17%, -9%
- COCCNC(=O)Cn1c(=O)n(CCCC(=O)NCc2ccc3c(c2)OCO3)c(=O)c2sccc21
  1%, 9%, 2%, -2%, -17%, 2%, 1, -0.3%, -2%, 13%, 4%
- O=C(COC(=O)c1ccc([N+](=O)[O-])o1)NCCCc1ccccc1
  6%, -37%, ?, 6%, 7%, 4%, ., -0.1%, -4%, 19%, -1%
- CCN(CC)c1ccc(NC(=O)CN(C)Cc2cccs2)cc1
  8%, 1%, -53%[inhibitor], 4%, -15%, 0%, ?, -0.1%, -2%, 1%, -9%
- Cc1nnc(SCC(=O)NC(C)c2ccccc2)[nH]c1=O (stereo not drawn)
  -4%, 1%, 1%, 12%, -6%, 2%, -1, -0.6%, 0%, 4%, -2%
- CCOC(=O)c1snc2c(=O)[nH]cnc12
  ., 3%, -11%[7.66 µM], -1%, 6%, 0%, -1, 0.6%, -6%, -8%, -1%
- Cc1onc(-c2c(F)cccc2Cl)c1C(=O)N1CCCC1
  -1%, 16%, 12%, -2%, 3%, 0%, 0, -1.5%, -6%, 2%, 0%
- COc1ccccc1CSc1nc2ccccc2[nH]1
  4%, -1%, 7%, 11%, 19%, 1%, 24, -0.6%, -4%, -6%, 23µM*
